# Screening results as filed in PubChem.
# GPR151 activ – activators of human GPR151, primary screen, cell-based, PathHunter beta-arrestin, luminescence. G-protein coupled receptor 151 (Homo sapiens), Q8TDV0. PathHunter beta-arrestin GPR151 cells. activation, % at 11.2 µM. 1% of 650,000 active; in the data active = activation above about 4.9%;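 also: 0% = median of compound wells and 100% = cells with positive control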
# MITF inh – MITF inhibitors, primary screen, biochemical, AlphaScreen, human; Microphthalmia-associated transcription factor (Homo sapiens), O75030; AlphaScreen MITF homodimerization, bead proximity signal; inhibition, % at 2.6 µM; 0.91% of 650,000 active; AID 1259374, 2018; in the data active = inhibition above about 50%;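 also: 0% = vehicle wells with protein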
# TEAD-YAP block – TEAD-YAP interaction inhibition, primary screen, TEAD-YAP interaction inhibitor project, luminescence, HEK-TIYL cells; TEAD-Gal4/YAP UAS-luciferase luminescence; inhibition, % at 9.12 µM; 1.4% of 640,000 active; AID 1259422, 2018; in the data active = inhibition above about 32%;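 also: 0% = median of test compound wells and 100% = reference inhibitor wells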
# FBW7 activator – FBW7 E3 ligase activators, primary screen, biochemical, AlphaScreen, human; AlphaScreen FBW7–phospho-cyclin E peptide binding, activator screen; normalized activity (activation), % at 26.1 µM; F-box/WD repeat-containing protein 7 (Homo sapiens), Q969H0; AID 1259310, 2017; 0.13% of 650,000 active; in the data active = normalized activity above about 1.9%;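 also: purified mutant Fbw7 with reduced substrate affinity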
# Target sequence (Q969H0 whole entry, looked up): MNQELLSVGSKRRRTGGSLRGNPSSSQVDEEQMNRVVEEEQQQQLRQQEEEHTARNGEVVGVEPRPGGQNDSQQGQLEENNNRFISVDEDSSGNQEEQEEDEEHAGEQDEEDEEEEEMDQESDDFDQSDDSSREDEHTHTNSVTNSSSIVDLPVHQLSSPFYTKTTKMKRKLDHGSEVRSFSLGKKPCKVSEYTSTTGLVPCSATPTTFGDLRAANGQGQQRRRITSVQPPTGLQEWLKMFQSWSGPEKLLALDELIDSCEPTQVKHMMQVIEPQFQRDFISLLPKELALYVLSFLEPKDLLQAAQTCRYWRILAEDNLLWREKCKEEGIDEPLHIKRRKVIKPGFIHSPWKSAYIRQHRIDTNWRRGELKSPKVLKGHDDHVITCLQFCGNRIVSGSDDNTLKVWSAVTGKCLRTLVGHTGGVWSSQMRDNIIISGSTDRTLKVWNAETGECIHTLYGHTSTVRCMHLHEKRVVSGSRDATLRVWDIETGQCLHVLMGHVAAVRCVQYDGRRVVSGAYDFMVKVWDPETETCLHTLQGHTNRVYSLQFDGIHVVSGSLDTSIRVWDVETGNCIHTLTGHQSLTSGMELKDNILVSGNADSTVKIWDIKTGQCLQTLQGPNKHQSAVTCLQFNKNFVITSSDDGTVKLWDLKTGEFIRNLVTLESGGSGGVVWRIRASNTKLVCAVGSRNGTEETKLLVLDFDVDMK
# Starred values were filed as active, the others as inactive.
SMILES,GPR151 activ,MITF inh,TEAD-YAP block,FBW7 activator
O=c1[nH]nc(-c2ccccc2)c2ccccc12,0.0,-6,-15,0.2
O=C(CSc1nc2[nH]ncc2c(=O)n1-c1ccc(Cl)cc1)Nc1ccc([N+](=O)[O-])cc1Cl,0.4,14,12,0.2
O=C(NNC(=O)c1ccc(NC(=O)NC2CCCCC2)cc1)NC1CCCCC1,0.4,-3,1,0.2
Nc1nc(SCC(=O)N2CCCc3ccccc32)n(-c2ccccc2)n1,0.5,10,4,-0.2
CCC12CN(C(=O)c3ccccc3)CC(CC)(CN(C(=O)c3ccccc3)C1)C2=O,-0.8,-8,-5,0.2
CCOC(=O)C1=C(C)NC(C)=C(C(=O)OCC)C1C(=O)OCC(=O)N1CCC(C)CC1,0.5,2,7,0.7
O=C(NC1CCCCC1)NC1CCN(Cc2nnnn2Cc2ccc3c(c2)OCO3)CC1,-0.4,7,-6,-0.1
CCOC(=O)C1=C(C)N=c2s/c(=C\c3ccc(OCc4ccccc4)c(Br)c3)c(=O)n2C1c1ccc(OC)cc1OC (stereo not given),-1.0,6,5,0.2
O=C(/C=C/c1ccc(-c2ccc([N+](=O)[O-])cc2)o1)N1CCCCC1,-0.6,18,-10,0.0
COc1cccc(-n2c(COc3ccc(C)cc3)nnc2SCC(=O)O)c1,1.1,1,0,0.0
COc1ccc(Cl)cc1/C=C(\C#N)C(N)=O,0.4,11,-5,0.2
N#Cc1cc2cc3c(cc2nc1SCC(=O)N1CCCCC1)OCCO3,-0.9,1,15,-0.3

# 7 entries drawn at random from those above:
SMILES,GPR151 activ,MITF inh,TEAD-YAP block,FBW7 activator
O=C(CSc1nc2[nH]ncc2c(=O)n1-c1ccc(Cl)cc1)Nc1ccc([N+](=O)[O-])cc1Cl,0.4,14,12,0.2
O=C(NNC(=O)c1ccc(NC(=O)NC2CCCCC2)cc1)NC1CCCCC1,0.4,-3,1,0.2
COc1cccc(-n2c(COc3ccc(C)cc3)nnc2SCC(=O)O)c1,1.1,1,0,0.0
CCC12CN(C(=O)c3ccccc3)CC(CC)(CN(C(=O)c3ccccc3)C1)C2=O,-0.8,-8,-5,0.2
Nc1nc(SCC(=O)N2CCCc3ccccc32)n(-c2ccccc2)n1,0.5,10,4,-0.2
O=c1[nH]nc(-c2ccccc2)c2ccccc12,0.0,-6,-15,0.2
CCOC(=O)C1=C(C)NC(C)=C(C(=O)OCC)C1C(=O)OCC(=O)N1CCC(C)CC1,0.5,2,7,0.7

# Carrying on.
SMILES,GPR151 activ,MITF inh,TEAD-YAP block,FBW7 activator
CC(C)(C)n1nc2c(c1NC(=O)c1cccc3ccccc13)CS(=O)C2 (stereo not given),-1.6,-3,7,0.0
O=C1CSC(c2ccccc2Br)N1c1ccc(F)c(Cl)c1 (stereo not given),-1.3,7,-4,0.0
COCCNC(=O)c1cc(-c2ccc(OC)c(OC)c2)no1,1.0,-13,-9,-0.1
COc1ccc(-n2nc3c(c2NC(=O)CCc2ccccc2)CS(=O)(=O)C3)cc1,-0.1,4,2,0.0
CCCc1nnc(N(Cc2ccc(Cl)cc2)C(=O)c2ccc(C)cc2)s1,0.3,-8,6,-0.2
CCOC(=O)C1=C(C)NC2=C(C(=O)CC(c3cccs3)C2)C1c1ccc(CC)s1 (stereo not given),0.4,-13,2,0.1
O=C(Nc1nc(-c2cccc([N+](=O)[O-])c2)cs1)c1ccncc1,1.3,-3,-2,-0.2
COc1ccc(C)cc1S(=O)(=O)Nc1ccc(F)c(Cl)c1,1.2,-2,7,-0.1
Cn1c(=O)[nH]c(=O)c2c1nc(N1CCN(Cc3ccccc3)CC1)n2CCCc1ccccc1,0.1,-2,-14,0.1
Cc1cc(NC(=O)[C@@H]2C[C@H](c3cccs3)NS(=O)(=O)N2C)n(-c2ccccc2)n1,0.2,0,0,-0.2
O=C(NCc1ccccc1)C1C(c2ccccc2)C1(Cl)Cl (stereo not given),0.1,-4,4,-0.1
CC1=C(C(=O)OCc2ccccc2)C(c2cccs2)C2=C(CCCC2=O)N1 (stereo not given),0.4,-5,15,0.1
O=C(CN(CC1CCCO1)C(=O)CNS(=O)(=O)c1ccccc1)NCc1ccccc1 (stereo not given),-0.6,2,7,0.2
COc1ccc(-c2nc(NC(=O)CS(=O)(=O)c3ccc(F)cc3)sc2C)cc1,-1.1,-4,17,-0.1
CC(C)(C)NC(=O)C(=O)NNC(=O)c1cccc(Br)c1,-0.7,1,-14,0.0
O=C(N1CCCCC1)N1c2ccccc2Sc2ccccc21,-1.3,11,2,0.8
CN(C)c1cccc(Nc2cc(C(=O)NC3CC3)ccn2)c1,-1.1,6,-15,-0.1
CCn1c(=O)c2c(nc(SCC(=O)N3CCCCCC3)n2C)n(C)c1=O,-0.4,11,15,-0.1
CCCN1C(=O)COc2ccc(-c3csc(NC(=O)c4cccc(F)c4)n3)cc21,0.4,0,6,0.2
COCCn1c(=O)c2c(nc3n2CC(C)CN3c2ccccc2)n(C)c1=O (stereo not given),-0.4,-8,-1,-0.2
COc1ccccc1CNC(=O)Cn1cccc1C(=O)c1ccccc1,0.0,11,-13,0.0
CN(C)C(=O)c1nc2ccc(Cl)cn2c1CN1CCN(Cc2cccnc2)CC1,-1.0,-16,-3,0.1
CO[C@H]1C=CO[C@@]2(C)Oc3c(C)c(O)c4c(O)c(c5c(nc6cc(C)ccn65)c4c3C2=O)NC(=O)/C(C)=C\C=C[C@H](C)[C@H](O)[C@@H](C)[C@@H](O)[C@@H](C)[C@H](OC(C)=O)[C@@H]1C,-0.9,-10,-2,0.0
CCOc1ccc(S(=O)(=O)NC(C)(C)C)cc1-c1nc2c(C(C)(C)C)nn(C)c2c(=O)[nH]1,1.7,-8,3,0.0
CCOc1ccccc1N=c1oc2cc(O)ccc2cc1C(=O)NCC1CCCO1 (stereo not given),-4.7,-3,-20,0.0
C[C@@H]1CC2C3C[C@H](F)C4=CC(=O)C=C[C@]4(C)[C@@]3(F)[C@@H](O)C[C@]2(C)[C@@]1(O)C(=O)CO (stereo not given in full),1.7,1,3,-0.1
C=CCn1c(=S)[nH]c2cc(C(=O)NC3CCCCC3)ccc2c1=O,2.6,3,5,0.1
O=C(O)c1ccccc1C(=O)c1ccc(Cl)c(N2C(=O)C3CC=CCC3C2=O)c1 (stereo not given),-0.4,-7,-1,-0.1
C=CCNC(=O)CCCCCn1c(=O)[nH]c2ccsc2c1=O,-0.9,23,0,0.1
Cn1nccc1-c1cc(F)cc(-c2ccnc(Nc3ccc(-n4cnc(N5CCOCC5)n4)cc3)n2)c1,-0.2,-4,10,0.0
O=C(c1cccc(F)c1)N1CCN(c2ccccc2[N+](=O)[O-])CC1,0.5,-19,-4,0.0
N#Cc1ccc(Cn2c(=O)cnc3ccccc32)cc1,-0.6,-10,-20,-0.4
Cc1c(C(N)=O)sc2ncn(CC(=O)OC3CCCCC3)c(=O)c12,-0.4,6,1,0.2
NC(=O)NC(=O)COC(=O)c1cc(Cl)cc(Cl)c1,-0.5,14,-4,0.1
COc1cccc(NC(=O)N2CCC(C(=O)c3ccc(F)cc3)CC2)c1,0.2,1,-6,-0.1
O=C(Nc1ccccc1)Nc1ncc(C(F)(F)F)cc1Cl,0.9,5,5,-0.1

# In the list so far, these have a cyano group.
SMILES,GPR151 activ,MITF inh,TEAD-YAP block,FBW7 activator
COc1ccc(Cl)cc1/C=C(\C#N)C(N)=O,0.4,11,-5,0.2
N#Cc1cc2cc3c(cc2nc1SCC(=O)N1CCCCC1)OCCO3,-0.9,1,15,-0.3
N#Cc1ccc(Cn2c(=O)cnc3ccccc32)cc1,-0.6,-10,-20,-0.4

# Following part.
SMILES,GPR151 activ,MITF inh,TEAD-YAP block,FBW7 activator
O=C(O)Cc1ccc(S(=O)(=O)N2CCOCC2)s1,1.1,-10,2,-0.1
O=C1N=C(N2CCCCCC2)S/C1=C/c1ccc(Cl)cc1,-1.3,-1,-8,-0.1
CN(Cc1ccccc1)C(=O)c1ccc(N2CC3CC(C2)c2cccc(=O)n2C3)c(NC(=O)c2ccccc2Cl)c1 (stereo not given),1.5,5,-8,-0.2
CCOC(=O)CSc1nc2ccc(NC(=O)CSc3nnc(-c4cccc([N+](=O)[O-])c4)n3C)cc2s1,-0.7,-10,-7,-0.2
COCCNc1nccn2c(-c3cncc(OC)c3)cnc12,-1.1,-12,-6,0.1
CCC(=O)N1CCc2cc(Br)cc(S(=O)(=O)NCC3CCCN3CC)c21 (stereo not given),-1.0,29,-2,0.0
CCCCc1nc2ccccc2c(=O)n1NC(=O)c1c(O)c2cccc3c2n(c1=O)CC3,0.5,-1,3,0.0
CCOc1cc(C#N)ccc1OCC(=O)N1CCCC1,1.1,-24,0,0.2
COc1cc2c(cc1OC)C(c1cc(Cl)ccc1O)NCC2 (stereo not given),2.4,12,6,0.2
Cn1nnnc1SCC(=O)Nc1ccc2nc(SCc3cccc4ccccc34)sc2c1,-1.2,1,1,-0.1
COc1ccc(-c2nnc3ccc(C(F)(F)F)cn23)cc1OC,0.5,-3,-6,0.1
CN1CCN(C(=O)c2ccc(-c3cc(NCc4cccc(C(F)(F)F)c4)nc(N)n3)cc2)CC1,-0.3,0,3,-0.1
CCOc1ccc(CN2CCN(Cc3ccc(OC)c(C)c3C)C(CCO)C2)cc1CO (stereo not given),0.7,8,14,0.1
COc1cccc(CN2CCN(C(=O)c3ccco3)[C@@H](C)C2)c1,0.1,19,-4,0.2
O=C(N/N=C/c1ccccc1)c1n[nH]c2c1CCCC2,0.3,8,69*,0.0
Cn1ccnc1Sc1ccc(S(=O)(=O)Nc2ccccc2)cc1[N+](=O)[O-],-2.3,7,12,0.0
CCc1ccc(OCC(=O)Nc2ccc(Cl)c(Cl)c2)cc1,1.7,0,2,-0.1
CCOC(=O)c1c(NC(=O)Cn2cnc3ccccc32)sc2c1CCCC2,1.9,0,17,-0.1
Cn1c(C(C#N)C(=O)c2ccc(Cl)nc2)nc2ccccc21 (stereo not given),2.3,21,-15,0.4
CCC1CCCCN1C(=O)c1cc(-c2ccccc2OC)n[nH]1 (stereo not given),-0.1,14,2,0.1
CCN(CC(=O)NCc1cccs1)CC(=O)Nc1ccccc1C,1.3,2,-4,-0.1
CCOc1ccc(C(CC(=O)O)NC(=O)c2ccc(F)cc2)cc1OC (stereo not given),0.2,1,13,0.1
Cc1ccccc1CSCCNC(=O)CN(c1cccc(F)c1)S(C)(=O)=O,3.2,-10,7,-0.2
O=C(CCCSc1nc2ccccc2s1)NNC(=O)c1cccs1,-3.6,-13,16,-0.1

# Entries of single compounds, quoted from the list. Screens in order: GPR151 activ | MITF inh | TEAD-YAP block | FBW7 activator
# `CCN(CC(=O)NCc1cccs1)CC(=O)Nc1ccccc1C` across the screens: 1.3 | 2 | -4 | -0.1
# `O=C(CCCSc1nc2ccccc2s1)NNC(=O)c1cccs1` across the screens: -3.6 | -13 | 16 | -0.1
# `CCC1CCCCN1C(=O)c1cc(-c2ccccc2OC)n[nH]1` (stereo not given) across the screens: -0.1 | 14 | 2 | 0.1
# `CCOc1ccc(C(CC(=O)O)NC(=O)c2ccc(F)cc2)cc1OC` (stereo not given) across the screens: 0.2 | 1 | 13 | 0.1

# Additional results follow.
SMILES,GPR151 activ,MITF inh,TEAD-YAP block,FBW7 activator
Cn1c(Nc2nc(NCc3cccc(C(F)(F)F)c3)c3ncn(C4CCCCC4)c3n2)nc2ccccc21,2.5,6,-14,0.0
CCOC(=O)CC1COCCN1Cc1c(C(=O)N2CCCCCCC2)nc2sccn12 (stereo not given),3.1,8,-11,0.0
CC(C)(C)c1ccc(/C=C/C(=O)NC2CCS(=O)(=O)C2)cc1 (stereo not given),1.5,8,-1,0.0
O=C(C1CC1)N1CC(c2nc(-c3ccccc3)no2)C1,-0.9,5,-16,-0.1
COc1ccc(OC)c(C2/C(=C(/O)c3ccc(C)cc3)C(=O)C(=O)N2c2cccnc2)c1 (stereo not given),-0.7,1,-8,-0.1
O=S1(=O)CCC(Nc2nc(CN3CCCCC3)nc3sc4c(c23)CCC4)C1 (stereo not given),2.6,-9,4,0.0
NC(=O)C(Oc1ccccc1)Oc1ccccc1,1.3,8,-1,0.3
NC(=O)N/N=C/c1ccc(OCc2ccccc2)c(OCc2ccccc2)c1,-1.0,8,19,0.4
CN1C(=O)N(C)C2(C(=O)NCc3ccccc3)N=CNN=C12 (stereo not given),0.8,6,-3,-0.1
CCN1C(=O)/C(=C/c2cc(OC)c(OC)cc2OC)SC1=S,-0.7,1,7,-0.1
CC(=O)N1CCN(Cc2ccc(F)c(Br)c2)CC1,-0.7,24,10,0.0
Cc1cc2ccccc2c(=O)n1CC(=O)NCCN(C)C,-1.0,14,2,0.4
CC(C)N(C(=O)CSc1nnc(NC(=O)C2CCC2)s1)C(C)C,1.5,-3,-6,-0.2
CCc1ccc(NC(=O)Cc2c(C(=O)O)n(C)c3ccccc23)cc1,1.4,7,-13,-0.1
CCOC(=O)c1c(NC(C)=O)sc2c1CCC(SC#N)C2=O (stereo not given),-1.0,20,13,0.1
O=C1OC(C2CCCCC2)=N/C1=C\c1ccc(Cl)cc1,-0.7,17,-3,-0.1
